High-throughput results from PubChem.
ABCG2 inh = human ABCG2 inhibition, ABCB1 as counter-screen; AID 1325; inhibition, % at 6.6 µM; IgMXP3 cells, JC-1 efflux, flow cytometry; Q9UNQ0; 190,000 tested, 0.1% active;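 active means inhibition above 80%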;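 further: 0% = DMSO and 100% = nicardipine control wells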
Target sequence (Q9UNQ0 whole entry, looked up): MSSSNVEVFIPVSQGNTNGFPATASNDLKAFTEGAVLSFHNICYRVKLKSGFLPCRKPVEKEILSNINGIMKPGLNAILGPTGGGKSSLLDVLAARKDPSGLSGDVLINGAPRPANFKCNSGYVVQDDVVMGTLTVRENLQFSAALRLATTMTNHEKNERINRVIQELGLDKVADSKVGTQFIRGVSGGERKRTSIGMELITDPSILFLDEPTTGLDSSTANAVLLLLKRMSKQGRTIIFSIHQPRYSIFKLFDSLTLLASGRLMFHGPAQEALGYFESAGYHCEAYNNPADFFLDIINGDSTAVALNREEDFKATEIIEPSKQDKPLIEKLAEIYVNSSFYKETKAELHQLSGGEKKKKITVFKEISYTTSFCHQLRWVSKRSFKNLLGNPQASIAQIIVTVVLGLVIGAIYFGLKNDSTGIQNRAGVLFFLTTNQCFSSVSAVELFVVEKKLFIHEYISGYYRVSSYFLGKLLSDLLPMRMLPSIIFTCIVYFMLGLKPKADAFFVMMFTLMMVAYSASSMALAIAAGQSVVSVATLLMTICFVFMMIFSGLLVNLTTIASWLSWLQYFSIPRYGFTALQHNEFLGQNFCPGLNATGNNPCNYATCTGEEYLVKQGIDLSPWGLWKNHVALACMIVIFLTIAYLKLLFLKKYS
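Measure – % inhibition of efflux relative to nicardipine and DMSO · Test system – ABCG2 IgMXP3 and barcoded ABCB1 CCRF-Adr cell mix · Control set – nicardipine as high control, DMSO as low control · Compound – one concentration, 6.6 µM final · Signal – flow cytometry of retained JC-1 fluorescence · Timing – 10 min exposure at 25 °C with rotation, no wash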
Bim-Bcl-2 = disrupts Bim peptide binding to human Bcl-2. inhibition, % at 10 µM. Bead-based flow cytometry, Bim peptide-Bcl-2 binding. 190,000 tested, 0.06% active. AID 950. P10415; in the data active means inhibition above about 40%; inconclusive means no clear call, values can overlap the other calls;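 further: 0% = no compound wells with probe peptide and 100% = reference peptide inhibitor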
Target sequence (P10415 whole entry, looked up): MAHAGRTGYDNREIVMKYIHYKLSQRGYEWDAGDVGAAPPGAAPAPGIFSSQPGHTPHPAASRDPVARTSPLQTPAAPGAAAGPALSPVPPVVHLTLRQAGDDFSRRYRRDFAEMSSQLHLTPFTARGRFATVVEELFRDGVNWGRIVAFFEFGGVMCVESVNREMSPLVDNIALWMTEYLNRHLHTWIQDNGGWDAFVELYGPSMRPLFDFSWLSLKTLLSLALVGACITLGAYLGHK
Bim-Bcl-B = disrupts Bim peptide binding to human Bcl-B. 190,000 tested, 0.073% active. Q9HD36. AID 951. inhibition, % at 10 µM. bead-based flow cytometry;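 further: 0% = tracer peptide without compound and 100% = reference inhibitor peptide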
ABCB1 block = inhibitors of human ABCB1 transporter, ABCG2 counter-screen. CCRF-Adr cells, JC-1 efflux, flow cytometry. inhibition, % at 6.6 µM. 190,000 tested, 0.067% active. AID 1326; in the data active means inhibition above about 40%;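 further: 0% = vehicle and 100% = reference inhibitor; higher value means more JC-1 retained so stronger ABCB1 efflux block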
RGS7-Gao = regulators of human RGS7-Galphao interaction. Multiplexed bead flow cytometry, RGS7-Galphao binding; actives lie on both sides. binding response (% of control), % at 10 µM. 220,000 tested, 0.35% active; in the data active means binding response below about 49% or above about 150%; inconclusive means no clear call, values can overlap the other calls; inactive means in between;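 further: fluorescent Galphao held in activated GDP-AlF4 state binding bead-coupled RGS7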
Bim-Bcl-XL = human Bim-Bcl-XL interaction inhibition | 190,000 tested, 0.04% active | AID 1007 | Bim peptide-Bcl-XL binding, bead flow cytometry, fluorescence | inhibition, % at 10 µM
RGS4-Gao reg = human RGS4-Galphao interaction regulation; Multiplexed bead flow cytometry, RGS4-Galphao binding; actives lie on both sides; binding response (% of control), % at 10 µM; AID 1415; 220,000 tested, 0.33% active; P09471; in the data active means binding response below about 49% or above about 150%; inactive means in between;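 further: fluorescent Galphao activated with aluminum fluoride binding bead-coupled RGS4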
Bim-Bfl-1 = inhibitors of Bim-Bfl-1 interaction, human | Q16548 | Bead-based flow cytometry, Bim-Bfl-1 binding inhibition | inhibition, % at 10 µM | 190,000 tested, 0.12% active;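 further: 0% = wells without compound plus tracer and 100% = blocker peptide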
RGS8-Gao = modulates binding of RGS8 to human Galphao | P09471 | multiplexed bead flow cytometry; actives lie on both sides | response (percent of control binding), % at 10 µM | 220,000 tested, 0.34% active | AID 1423; in the data active means response below about 60% or above about 140%; inactive means in between;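 further: Galphao activated as the GDP aluminium fluoride complex binding bead-coupled RGS8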
GSH bead fluor = GSH bead compound fluorescence profile; fluorescence (KMESF) at 10 µM; 190,000 tested, 0.25% active; GSH beads flow cytometry, compound fluorescence 488/530 nm; active compounds read high; in the data active means fluorescence above about 89;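 further: glutathione beads carrying GST-tagged Bcl family fusion proteins plus one bare bead set; values are compound well signal with DMSO vehicle wells as background; inactives centre near 16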
Bim-Bcl-W = disrupts Bim peptide binding to human Bcl-W | bead-based flow cytometry | 190,000 tested, 0.02% active | Q92843 | inhibition, % at 10 µM;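 further: 0% = bound tracer without compound and 100% = peptide blocker; higher means less fluorescent Bim peptide bound to Bcl-W beads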
Target sequence (Q92843 whole entry, looked up): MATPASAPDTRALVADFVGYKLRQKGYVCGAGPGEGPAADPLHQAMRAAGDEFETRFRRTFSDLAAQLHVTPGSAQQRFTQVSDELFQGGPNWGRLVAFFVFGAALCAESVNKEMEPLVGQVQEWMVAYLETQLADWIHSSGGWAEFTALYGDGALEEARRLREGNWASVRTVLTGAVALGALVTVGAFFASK
* hit, by the source's call; ? = inconclusive; . = no result given. Unless noted, no stated cut-off is given here; in the data, active means inhibition above about 40%. Rows are unselected; overall some 1.1% were active at least once.

nr | mol | ABCG2 inh | Bim-Bcl-2 | Bim-Bcl-B | ABCB1 block | RGS7-Gao | Bim-Bcl-XL | RGS4-Gao reg | Bim-Bfl-1 | RGS8-Gao | GSH bead fluor | Bim-Bcl-W
1 | Cc1ccc(N2C(=O)C3C(c4ccccc4)(C2=O)C3(c2ccccc2)c2ccccc2)cc1 (stereo not drawn) | 2 | 1 | 0 | 1.0 | 14* | 0 | 8.4* | 0 | 23* | 8 | 0
2 | COc1ccc(NS(=O)(=O)c2ccc(OC)c3ccccc23)cn1 | . | 0 | -3 | . | 90 | 0 | 86 | -7 | 99 | 17 | 2
3 | O=c1c2ccccc2nc(-c2cccc(Cl)c2)n1O | 0 | 10 | 5 | 0.0 | 120 | 7 | 135 | 8 | 107 | 25 | 1
4 | CN(Cc1cccc(-n2cccn2)c1)Cc1cn(C)nc1-c1ccccc1F | 2 | 0 | -3 | 0.0 | 102 | -2 | 101 | 0 | 111 | 14 | -4
5 | COc1ccc(C(C)n2c(C)c3c(C)nnc(C)c3c2C)cc1 (stereo not drawn) | 3 | -4 | 0 | 0.8 | 105 | -4 | 106 | -2 | 106 | 14 | 0
6 | CCC(=O)Nc1nc(-c2ccccc2)ns1 | 1 | 7 | 5 | -0.1 | 105 | 5 | 102 | 3 | 103 | 21 | 4
7 | Cc1nn(-c2ccccc2)c(N)c1N=Nc1ccc(Cl)cc1 | 6 | 5 | 2 | 1.6 | 81 | 4 | 88 | 11 | 81 | 13 | 3
8 | COc1ccc(C(c2sc3nc(C)nn3c2O)N2CCC(O)CC2)cc1OC (stereo not drawn) | 0 | -4 | -2 | -0.1 | 84 | 0 | 97 | -9 | 103 | 22 | 4
9 | Cc1c(C(=O)O)[nH]c2ccc([N+](=O)[O-])cc12 | 1 | 0 | 0 | 0.4 | ? | -3 | 101 | -4 | 101 | 26 | 0
10 | OCC(O)CN(c1ccccc1)c1ccccc1 (stereo not drawn) | 0 | -3 | -5 | 0.6 | 103 | -4 | 98 | -6 | 101 | 21 | -1
11 | COc1cc(C(=O)NCc2nnc(SCC(=O)Nc3cc(C)on3)o2)cc(OC)c1OC | 1 | -1 | -2 | 0.1 | ? | -1 | 105 | -5 | 102 | 16 | 0
12 | NS(=O)(=O)c1ccc(NC(=O)COC(=O)COc2ccc3ccccc3c2)cc1 | 4 | -2 | -5 | 1.6 | 96 | 0 | 101 | -1 | 100 | 18 | 0
13 | COCCN1CCc2[nH]c(=S)[nH]c(=O)c2C1 | -1 | 2 | 0 | 0.0 | 105 | -6 | 106 | -1 | 124 | 12 | -2
14 | COCCCn1c(CCC(=O)O)ccc1-c1ccc(F)cc1 | 2 | -2 | -5 | 0.2 | 94 | -1 | 95 | 0 | 96 | 13 | 0
15 | COC(=O)c1ccc(OS(=O)(=O)N(C)C)cc1 | 0 | -1 | -3 | -0.3 | ? | 0 | 102 | -4 | 102 | 10 | 0
16 | CC12CCC(c3nnc(SCC(=O)Nc4cccc5ccccc45)nc31)C2(C)C (stereo not drawn) | 5 | -10 | -8 | 1.5 | 98 | -5 | 102 | -12 | 100 | 30 | 0
17 | O=C(CN1C(=O)c2ccccc2S1(=O)=O)Nc1ccccc1 | 1 | -2 | 0 | 0.5 | 98 | -3 | 96 | -1 | 101 | 31 | -1
18 | O=C(CNC(=O)C1CCCCC1)Nc1cc(Cl)cc(Cl)c1 | 10 | -3 | -4 | -0.1 | 109 | -1 | 101 | -13 | 100 | 22 | 4
19 | CC(C)(Cc1ccc(O)cc1)NC(=O)CC(=O)N/N=C/c1ccc([N+](=O)[O-])cc1 | 5 | -8 | -5 | 1.6 | 86 | -4 | 92 | -7 | 96 | 20 | -2
20 | CC(=O)c1cc(C#N)c(SCC(=O)OC(C)C)nc1C | 15 | -7 | -7 | 0.9 | 97 | -2 | 99 | -7 | 103 | 17 | 2
21 | COc1ccc(-c2cc(C(F)(F)F)n3nc(C)cc3n2)cc1 | 4 | -10 | -10 | 0.4 | 98 | -6 | 99 | -12 | 96 | 13 | -3
22 | Cc1cc(C)n(-c2nc(N(c3ccccc3)c3ccccc3)nc(-n3nc(C)cc3C)n2)n1 | 16 | 3 | -1 | 12 | 103 | 0 | 104 | 3 | 105 | 16 | 0
23 | COc1cc(OC)cc(-c2nnc(SCC(=O)N3CCCCC3)o2)c1 | 3 | -5 | -3 | 0.6 | 101 | -3 | 101 | -11 | 101 | 14 | -1
24 | OCCCNC(=S)Nc1ccc(Nc2ccccc2)cc1 | 15 | 0 | -5 | 0.7 | 101 | 0 | 102 | 3 | 102 | 15 | 1
25 | Cc1ccc(N(CC(N)=O)C2SC(=O)NC2=O)cc1 (stereo not drawn) | 2 | -4 | 0 | 0.5 | 103 | -1 | 99 | 0 | 100 | 24 | 0
26 | CC(NCc1cccs1)C(=O)NC1CCCCC1 (stereo not drawn) | 0 | -2 | -6 | 0.3 | 100 | -4 | 100 | 0 | 100 | 14 | -3
27 | Nc1nn(-c2cccc(F)n2)cc1-c1ccccc1 | 5 | -2 | -2 | 0.1 | ? | -1 | 100 | -4 | 99 | 18 | 0
28 | O=C(CN1CCN(Cc2ccccc2)CC1)NC(=O)NCc1ccco1 | 0 | -2 | 0 | 0.3 | 92 | 0 | 93 | -3 | 89 | 55 | 0
29 | CCOCC(O)CS(=O)Cc1ccccc1 (stereo not drawn) | 17 | 1 | 0 | 0.3 | 101 | 1 | 104 | 1 | 105 | 15 | 0
30 | COc1ccc(C(C(=O)Nc2ccc(C(C)C)cc2)N(C)C(=O)c2ccc(=O)[nH]c2)cc1 (stereo not drawn) | 2 | -2 | 1 | -0.1 | 99 | 0 | 100 | 0 | 97 | 18 | -2
31 | O=C(CN1CCN(S(=O)(=O)c2ccc(Br)cc2)CC1)N/N=C/c1ccc(Br)s1 | 0 | -1 | 0 | 0.0 | 114 | -5 | 111 | 5 | 107 | 12 | -2
32 | O=C1c2ccccc2NC(c2ccccc2O)N1NS(=O)(=O)c1ccccc1 (stereo not drawn) | -1 | -2 | -2 | -0.2 | 97 | -1 | 96 | 1 | 99 | 75 | -1
33 | c1ccc(Cc2nnc3sc(-c4ccncc4)nn23)cc1 | 4 | -10 | -23 | 1.0 | 91 | -11 | 95 | -2 | 102 | 20 | -7
34 | C=CCN(c1cccc(C(F)(F)F)c1)S(=O)(=O)c1cccc(C(=O)OCC(=O)NCCC)c1 | 23 | -8 | -8 | 2.1 | 96 | -9 | 102 | -7 | 101 | 19 | -4
35 | COC(=O)C1=C(C)OC(N)=C(C#N)C1C1CCCCC1 (stereo not drawn) | 3 | -2 | 3 | 1.0 | 101 | 0 | 102 | -2 | 104 | 23 | 0
36 | COc1cccc(C2C(C(=O)c3cccs3)=C(O)C(=O)N2c2cc(C)on2)c1 (stereo not drawn) | 2 | -7 | -6 | 0.4 | 97 | -2 | 101 | -10 | 100 | 12 | 1
37 | COc1cccc(-n2nc(-c3ccnn3-c3ccc(F)cc3)c(=O)n(C)c2=O)c1 | 7 | -7 | -12 | 0.7 | 101 | -3 | 101 | -9 | 99 | 10 | 1
38 | Cc1c(O)c(=O)ccn1Cc1ccccc1 | -4 | 1 | -7 | 0.5 | 88 | 0 | 90 | 0 | 94 | 17 | -3
39 | O=c1cc(CN2CCC3(CC2)OCCO3)c2c(ccc3ccccc32)o1 | 1 | -7 | 0 | 0.3 | 103 | 3 | 99 | -8 | 102 | 8 | 0
40 | O=C(CNC(=O)c1cccs1)NCC(=O)OCc1c(Cl)cccc1Cl | 1 | 0 | -2 | 0.3 | 100 | 1 | 101 | 0 | 100 | 21 | -1
41 | CC12CCC(C(=O)Nc3ccccc3-n3cccc3)(CC1=O)C2(C)C (stereo not drawn) | 3 | -5 | -6 | 0.4 | 104 | -7 | 102 | -6 | 102 | 12 | -4
42 | COc1ccc(-n2c(=S)[nH]c3sc4c(c3c2=O)CCc2ccccc2-4)cc1 | -5 | -1 | -3 | -1.7 | 104 | -9 | 102 | 2 | 80 | 11 | -4
43 | CC(C)CC(=O)n1sc(NC(=O)c2ccccc2)nc1=O | 1 | 0 | -3 | 0.3 | 98 | -4 | 101 | -1 | 97 | 23 | -1
44 | COc1ccc(N(CC(=O)Nc2cccc(N(C)S(C)(=O)=O)c2)S(C)(=O)=O)cc1OC | -4 | -7 | -4 | 0.1 | 101 | -1 | 101 | -15 | 103 | 22 | 2
45 | COc1cc2cc(CN(CCCN3CCOCC3)C(=O)Nc3ccc(F)cc3)c(=O)[nH]c2cc1OC | -1 | -3 | 0 | -0.3 | 107 | -4 | 105 | -9 | 103 | 9 | 1
46 | O=c1c2cn[nH]c2[nH]c(=S)n1-c1cccc(Cl)c1 | 3 | -4 | -22 | -1.7 | 101 | -9 | 103 | 0 | 119 | 22 | -6
47 | O=C(COC(=O)c1ccccc1)Nc1ccccc1Sc1ccccc1 | 47 | -8 | -8 | 1.6 | 99 | -8 | 100 | -8 | 105 | 10 | -6
48 | Cc1cc(/C=C2\NC(=O)N(Cc3ccc(Cl)cc3)C2=O)c(C)n1C | 3 | 14 | 12 | 0.1 | 106 | 14 | 101 | 11 | 96 | 12 | 7
49 | COc1ccc(OCc2cccc(C(=O)O)c2)cc1 | 3 | -6 | -10 | -0.2 | 106 | -13 | 103 | -22 | 103 | 30 | 0
50 | C[C@H](NC(=O)c1ccccc1)C(=O)Nc1nc(-c2ccccn2)cs1 | 3 | 0 | -12 | 0.7 | 102 | -4 | 101 | 1 | 103 | 14 | 0
51 | O=C(CSCc1ccc(Br)cc1)NCc1ccccn1 | 18 | -3 | -4 | 1.0 | ? | -4 | 99 | -7 | 100 | 16 | -1
52 | CC(C(=O)NCc1ccc(F)cc1)c1ccc([N+](=O)[O-])cc1 (stereo not drawn) | 3 | -2 | -2 | 1.0 | 97 | 0 | 96 | -4 | 100 | 16 | -1
53 | CCSc1nnc(NC(=O)CSc2ncccn2)s1 | -6 | -13 | -7 | -3.3 | 87 | -12 | 88 | -15 | 101 | 35 | -3
54 | C#CC[N+](C)(C)CCN1C(=O)C2C(c3ccccc3)C=CC(c3ccccc3)C2C1=O (stereo not drawn) | -1 | 2 | -5 | 0.1 | 100 | -2 | 102 | -2 | 102 | 13 | -2
55 | CCN=C(NS(=O)(=O)c1ccc(Br)cc1)c1ccc(Cl)cc1 | 1 | -4 | -2 | 0.0 | 98 | 1 | 98 | -5 | 102 | 13 | 0
56 | COc1ccc(Cl)cc1C(=O)CSc1nnnn1C1CCCC1 | 2 | -8 | -6 | -1.7 | 98 | -10 | 102 | -11 | 104 | 31 | -2

Printed as active in RGS7-Gao (from the list above):
| # | Compound | Bim-Bcl-2 | Bim-Bcl-B | RGS7-Gao | Bim-Bcl-XL | RGS4-Gao reg | Bim-Bfl-1 | RGS8-Gao | GSH bead fluor | Bim-Bcl-W |
| --- | --- | --- | --- | --- | --- | --- | --- | --- | --- | --- |
| 1 | Cc1ccc(N2C(=O)C3C(c4ccccc4)(C2=O)C3(c2ccccc2)c2ccccc2)cc1 (stereo not drawn) | 1 | 0 | 14* | 0 | 8.4* | 0 | 23* | 8 | 0 |
